# NPY2 pot ag: potentiators or agonists of human neuropeptide Y receptor Y2; P49146; cells expressing NPY-Y2, potentiator/agonist read-out; activation, % at 3.6 µM; 0.45% of 220,000 active; AID 1359; in the data active = activation above about 27%;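 note: cells stimulated with NPY near EC25 plus isoproterenol at EC100; 0% = vehicle plus submaximal agonist and 100% = vehicle plus saturating agonist; some results beyond the cut were filed as inactive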
# Target sequence (P49146 whole entry, looked up): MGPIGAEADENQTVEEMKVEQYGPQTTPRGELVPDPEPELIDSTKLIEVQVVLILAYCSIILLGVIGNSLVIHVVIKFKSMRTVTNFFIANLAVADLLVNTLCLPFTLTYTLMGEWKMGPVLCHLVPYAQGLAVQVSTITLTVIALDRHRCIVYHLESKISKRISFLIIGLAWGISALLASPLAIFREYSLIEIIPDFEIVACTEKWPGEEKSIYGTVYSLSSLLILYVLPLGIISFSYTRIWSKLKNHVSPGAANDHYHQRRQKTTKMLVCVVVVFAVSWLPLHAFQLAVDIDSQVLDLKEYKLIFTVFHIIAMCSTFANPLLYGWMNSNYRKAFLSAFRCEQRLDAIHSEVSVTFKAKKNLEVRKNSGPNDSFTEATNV
# S1P4 antagonist: antagonists of human S1P4 receptor; inhibition, % at 4.98 µM; O95977; S1P4-expressing cells, antagonist mode, reporter read-out; AID 1510; 0.26% of 220,000 active; in the data active = inhibition above about 29%;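 note: 0% = wells stimulated with agonist and 100% = vehicle wells without agonist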
# Ba/F3 V617F tox: loss of viability in JAK2V617F-driven Ba/F3 cells | inhibition, % at 5.6 µM | 1.1% of 220,000 active | Ba/F3 EpoR-JAK2V617F viability, ATP luminescence;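 active = inhibition above the campaign mean plus 3 SD over all tested compounds, cut at about 24% in these data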;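 note: cytokine-independent growth of Ba/F3 cells driven by EpoR plus mutant JAK2; 0% = DMSO-treated cells and 100% = JAK inhibitor I control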
# S1P4 agonist: agonists of human S1P4 receptor. O95977. AID 1509. S1P4-expressing cell line, agonist reporter assay. activation, % at 4.98 µM. 0.35% of 220,000 active; in the data active = activation above about 11%;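 note: 0% = DMSO vehicle and 100% = reference agonist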
# Wee1 degr inh: inhibitors of human Wee1 degradation; HeLa Luc-Wee1K328M stability, luciferase luminescence; 100% = proteasome inhibitor MG132 effect; reporter increase, % at 5 µM; 1.2% of 220,000 active;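 active = activation above the mean of all tested compounds plus 3 SD, set per screening run, cut at about 8.8% in these data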;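 note: cells exposed to compound for 20 h before luminescence read; 0% = DMSO alone and 100% = MG132 at 30 µM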
# Target sequence (P30291 whole entry K328M): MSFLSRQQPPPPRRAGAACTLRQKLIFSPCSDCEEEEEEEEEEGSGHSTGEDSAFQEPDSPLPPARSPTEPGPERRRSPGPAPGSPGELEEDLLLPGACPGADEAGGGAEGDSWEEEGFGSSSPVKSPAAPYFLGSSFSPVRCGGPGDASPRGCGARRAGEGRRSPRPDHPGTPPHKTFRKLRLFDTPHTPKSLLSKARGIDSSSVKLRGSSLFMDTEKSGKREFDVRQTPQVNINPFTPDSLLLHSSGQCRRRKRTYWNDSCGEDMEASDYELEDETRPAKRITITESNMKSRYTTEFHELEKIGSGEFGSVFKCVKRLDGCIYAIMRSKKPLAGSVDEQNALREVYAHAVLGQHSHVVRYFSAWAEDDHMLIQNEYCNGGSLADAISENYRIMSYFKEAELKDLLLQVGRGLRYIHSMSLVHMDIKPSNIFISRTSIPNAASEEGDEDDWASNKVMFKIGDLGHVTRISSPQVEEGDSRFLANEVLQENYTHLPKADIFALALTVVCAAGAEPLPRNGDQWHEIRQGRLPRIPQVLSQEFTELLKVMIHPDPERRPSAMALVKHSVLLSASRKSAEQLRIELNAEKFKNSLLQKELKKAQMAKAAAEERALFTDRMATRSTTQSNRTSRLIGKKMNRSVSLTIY
# eIF4E 4G PPI: eIF4E/eIF4G interaction inhibition in translation initiation; P63073+Q04637; TR-FRET eIF4E-eIF4GI(517-606) binding, 2 h; inhibition, % at 21.7 µM; 0.37% of 220,000 active; AID 782;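 active = inhibition above about 30%, limit read from the data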;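 note: 0% = full FRET control wells and 100% = background wells lacking eIF4GI fragment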
# PERK inhibitor: blocks human PERK kinase | Q9NZJ5 | CHO PERK-DD fusion, SEAP luminescence translation reporter | inhibition, % at 5.6 µM | 0.17% of 220,000 active | AID 1416;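 active = inhibition above the mean inhibition of all tested compounds plus 3 SD, set separately per screening campaign, cut at about 2.9% in these data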;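 note: PERK kinase domain activated by AP20187 dimerizer at 100 nM; 0% = DMSO with dimerizer and 100% = rapamycin at 8.4 µM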
# Mdm2 ligase inh: inhibitors of human Mdm2 E3 ubiquitin ligase. signal enhancement, % at 5 µM. AID 1230. 0.11% of 210,000 active. Q00987. cell-based MDM2 ubiquitination luciferase reporter, 2 h; 0 = plate control, 100 = twice control, blank-subtracted;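 active = signal enhancement of 30% or more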;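 note: luminescence tracks abundance of the self-degrading MDM2-luciferase fusion protein; higher signal means inhibition of MDM2 E3 ligase activity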
#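 Assay system: mammalian cells stably expressing self-ubiquitinating, self-degrading MDM2 E3–luciferase fusion. Quantity: 2000 cells in each well. Medium: DMEM culture medium. Compound dosing: single-point 5 µM. Timing: cell settling 4 h, compound treatment 2 h, both 37 °C. Technique: luciferase luminescence. Read-out basis: percent signal gain over controls, blank-subtracted. Benchmarks: plate controls and plate blanks.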
# BaF3 parental: parental Ba/F3 viability inhibition as JAK2V617F counter-screen; 1.1% of 220,000 active; CellTiter-Glo ATP luminescence; inhibition, % at 5.6 µM;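 active = inhibition above a per-campaign cutoff, the mean inhibition of all tested compounds plus 3 SD, cut at about 27% in these data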;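 note: 0% = DMSO wells and 100% = JAK Inhibitor I control wells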
# Numbers without * were called inactive; . = not tested or not shown; [ ] = remark or other dose.
SMILES,NPY2 pot ag,S1P4 antagonist,Ba/F3 V617F tox,S1P4 agonist,Wee1 degr inh,eIF4E 4G PPI,PERK inhibitor,Mdm2 ligase inh,BaF3 parental
O=C1c2ccccc2C(=O)N1CCc1nc2ccccc2c(=O)n1-c1ccccn1,2,-4,-6,1.8,1,-7,-0.2,-7,0
CCOc1ccc(OCc2ccc(C(=O)N3CCc4ccccc4C3)o2)cc1,-38,4,2,2.2,-2,3,0.9,-5,2
Cc1nnsc1C(=O)NNC(=O)c1ccc(C(F)(F)F)cc1,16,10,0,0.4,1,-1,1.5,-10,-2
O=S(=O)(c1ccccc1)c1nc(NC2CC2)sc1Cl,-1,-16,-3,1.5,-3,-2,0.3,-5,7
Cc1cccc(-n2cc(CNCCN3CCOC3=O)c(-c3cccc(F)c3)n2)c1,-28,-13,3,1.4,6,-1,0.3,-15,9
COC(=O)c1ccc(C(=O)OC)c(NC(=O)CSc2cccc[n+]2[O-])c1,-4,-11,0,-0.3,1,5,1.6,-13,5
CC(C)C(c1nnnn1Cc1ccccc1)N1CCC(C(N)=O)CC1 (centres undefined),8,3,-5,1.3,-2,-11,-0.4,9,3
Cc1ccccc1NC(=S)NC(NC(=O)COc1ccccc1)C(Cl)(Cl)Cl (centres undefined),-10,6,5,1.4,0,3,1.3,-14,8
O=[N+]([O-])c1ccc2[nH]c(O)c(N=NC3CCS(=O)(=O)C3)c2c1 (centres undefined),6,-11,1,2.4,-2,-5,1.5,.,-1
O=C(COc1ccccc1C(=O)O)Nc1ccc(SC(F)F)cc1,-37,-7,6,-0.6,7,2,1.3,.,14
COc1cc(/C=C2\C(=O)NN(c3ccccc3)C2=O)ccc1OCC(N)=O,-2,-21,-2,2.0,0,0,0.2,-12,3
CC1CCCCN1C(=O)COC(=O)/C=C/c1ccc2ccccc2n1 (centres undefined),1,-2,1,0.8,-5,-2,-0.7,2,5
Cc1nn(S(=O)(=O)c2ccc(Cl)cc2)c(C)c1Sc1ccc([N+](=O)[O-])cc1,8,-23,-3,0.6,0,-3,-0.4,-12,0
Cc1c(C(=O)C(C)C)n(C)c2ccccc12,-6,3,-1,-1.9,1,7,2.2,-3,2
CC(C)CCNC(=O)c1csc2c1CCCCC2,-11,-3,3,1.2,-1,1,-0.1,-18,9
CCS(=O)(=O)c1ccc(-c2csc(-c3ccc(Cl)cc3)n2)c(Cl)c1Cl,-2,-7,1,0.6,0,0,1.3,0,4
S=C1NC2=C(CCC/C2=C\c2ccccc2)C(c2ccccc2)N1 (centres undefined),-4,-16,0,0.8,3,-4[fluorescence artefact?],0.1,-13,6
CC1CC(C)C[N+](=C2C=C(N3CCCC3)CC(C)(C)C2)C1 (centres undefined),15,-18,92*,1.0,-3,6,0.2,-27,72*
O=C(NC(=S)NNS(=O)(=O)c1ccccc1)c1ccccc1[N+](=O)[O-],22,-10,-2,1.4,0,-4,0.9,3,5
CC[C@H](C)[C@H](NC(N)=O)C(=O)Nc1ccc(C)cc1,-12,-13,2,-0.4,1,0,1.2,-12,8
O=C(Nc1ccc2c(c1)OCO2)N1CCN(c2ccccc2)CC1,-10,-8,4,0.3,-2,1,0.6,-10,11
COC(=O)/C=C1\S/C(=N\N=C\CC(=O)OC)NC1=O,-6,3,5,0.6,2,-1,-0.4,9,1
COc1ccc(CCN2CN(S(=O)(=O)c3ccccc3)c3nc4ccccc4nc32)cc1OC,6,-14,-1,6.7,-2,3,-0.5,-5,4
COc1ccc(S(=O)(=O)N(CCc2ccccc2)CC(=O)O)cc1Cl,-19,8,0,-1.7,0,6,2.1,-4,3
CC(C)(C)c1ccc(S(=O)(=O)C(C)(C)C)cc1,-13,-2,9,0.0,-1,5,0.1,-14,10

# Continued; it opens with the 3 that closed the last part.
SMILES,NPY2 pot ag,S1P4 antagonist,Ba/F3 V617F tox,S1P4 agonist,Wee1 degr inh,eIF4E 4G PPI,PERK inhibitor,Mdm2 ligase inh,BaF3 parental
COc1ccc(CCN2CN(S(=O)(=O)c3ccccc3)c3nc4ccccc4nc32)cc1OC,6,-14,-1,6.7,-2,3,-0.5,-5,4
COc1ccc(S(=O)(=O)N(CCc2ccccc2)CC(=O)O)cc1Cl,-19,8,0,-1.7,0,6,2.1,-4,3
CC(C)(C)c1ccc(S(=O)(=O)C(C)(C)C)cc1,-13,-2,9,0.0,-1,5,0.1,-14,10
CCOc1cccc(NC(=O)C(Cc2cccs2)c2nn[nH]n2)c1 (centres undefined),-11,-5,-4,1.1,0,4,0.6,9,3
CC(C)C[C@H](NC(=O)NC1CCCc2ccccc21)C(=O)O (some centres undefined),-1,-7,0,0.8,-1,-3,1.1,-12,-1
O=C(NNc1cc(N2CCOCC2)nc(N2CCOCC2)n1)c1ccc(Cl)c(Cl)c1,15,-14,-2,1.0,0,-3,0.3,-13,5
Cc1ccc(C)c(N2C(=O)c3ccc(C(=O)OCC(=O)c4c(N)n(C)c(=O)n(C)c4=O)cc3C2=O)c1,-5,-3,-5,1.0,5,-4[fluorescence artefact?],1.0,-3,1
Cc1cc(C)n(CCc2nc(-c3ccc(C)o3)cs2)n1,1,0,-1,-1.6,5,2,-0.5,-10,3
N#C/C(=C\c1cccc([N+](=O)[O-])c1)C(=O)NCc1cccnc1,3,-10,2,-1.4,-3,2[fluorescence artefact?],1.2,-18,2
Cc1ccccc1-c1noc(N)c1C#N,-5,-11,10,-1.2,0,-3,-0.2,-19,3
CCOc1ccc(N(CC(=O)Nc2cccc(C)c2C)S(=O)(=O)c2c(C)[nH]c(=O)[nH]c2=O)cc1,1,19,-1,0.1,-1,0,0.4,-10,-2
CN(C)c1ccc(N=Nc2ccccc2C(=O)OCC(=O)Nc2ccccc2C(F)(F)F)cc1,14,-8,-3,0.8,-2,-3[fluorescence artefact?],-0.1,-18,-1
CCOC(=O)c1c(C)[nH]c(C(=O)OCC(=O)c2c(N)n(C)c(=O)n(C)c2=O)c1C,9,5,-2,-0.3,-1,0,0.3,-2,6
CCOC(=O)CSc1nc2c(c(-c3ccc(C)o3)c1C#N)CCCC2,-10,3,4,2.4,1,5[fluorescence artefact?],-1.3,-4,5
COc1ccc(-n2c(-c3ccc(Br)cc3)c[n+]3c2SC(C)C3)cc1 (centres undefined),14,2,76*,1.5,-1,-5,0.5,-21,67*
COC(=O)Cc1ccc(NC(=S)NCc2ccccc2Cl)cc1,0,2,5,-2.5,0,3[fluorescence artefact?],0.6,-13,6
O=C(Nc1ccc(S(=O)(=O)N2CCc3ccccc32)cc1)c1ccc2c(c1)OCO2,2,-20,0,1.6,5,4,0.6,1,2
Cc1nn(CC(=O)N2CCN(C)CC2)c(=O)c2ccccc12,-7,-8,0,-0.3,-3,6,1.2,8,5
COCCn1c(SCC(=O)N2CCCc3ccccc32)nc2c(c1=O)SC(C)C2 (centres undefined),13,-34,-4,-1.3,4,3,0.2,-6,1
CCC(C(=O)O)P(=O)(c1ccc(Cl)cc1)c1ccc(Cl)cc1 (centres undefined),-4,-17,-1,0.7,-2,1,2.5,-22,6
CCN1CCN(CCCNC(=O)C(=O)c2c(C)[nH]c3ccccc23)CC1,0,0,4,-1.0,1,0,-0.2,-3,6
CCCCN1CCc2[nH]c(=S)[nH]c(=O)c2C1,4,-26,1,-0.8,2,4,0.9,-7,2
CCN(CC)S(=O)(=O)c1cccc(C(=O)OCc2cc(=O)n3nc(C)sc3n2)c1,-1,-3,-2,0.2,-1,0[fluorescence artefact?],0.7,-3,1
CC(C)c1nnc(NC(=O)CCC(=O)Nc2ccc(F)cc2)s1,3,-11,-4,-1.4,0,1,1.0,-8,3
COc1ccc(-c2nc3n(c(=O)c2C#N)CCCS3)cc1,-13,3,-3,0.0,-2,-6[fluorescence artefact?],0.3,0,3
Cc1ccc(-c2nn(CCC(=O)O)cc2CCC(=O)O)cc1,4,-2,2,3.1,-1,-7,0.8,-11,4
O=c1c2c3c(sc2nc2sc(CN4CCOCC4)cn12)CCCC3,5,-13,1,41*,-2,2,-0.3,-7,2
O=C1C2C3C=CC(CC3)C2C(=O)N1c1nccs1 (centres undefined),1,-10,-1,2.4,-1,7,1.1,7,1

# (continued)
SMILES,NPY2 pot ag,S1P4 antagonist,Ba/F3 V617F tox,S1P4 agonist,Wee1 degr inh,eIF4E 4G PPI,PERK inhibitor,Mdm2 ligase inh,BaF3 parental
C=CCNC1=C(Cl)C(=O)c2ccccc2C1=O,-1,-17,0,3.1,1,0[fluorescence artefact?],0.3,0,1
CCOc1ccc2nc(NC(=O)COC)sc2c1,11,-10,0,-1.5,1,3,0.5,-40,4
CSc1nnc([C@H](C)NC(=O)OC(C)(C)C)o1,2,3,0,-1.0,-3,1,0.1,4,5
Cc1ccccc1S(=O)(=O)Cc1ccc(C(=O)NCCCN2CCN(C)CC2)o1,4,-1,-4,-1.6,0,-9,0.6,-30,3
CC(C)=CC(=O)OCC(=O)Nc1cc([N+](=O)[O-])ccc1F,-8,-11,-4,0.8,1,-5,0.4,-13,0
S=c1[nH]nc(Cc2cccc3ccccc23)o1,-14,-10,-4,-2.3,0,2,1.1,-9,-2
C=CCn1c(SCC(=O)N2CCOCC2)nc2scc(-c3ccco3)c2c1=O,10,-15,2,-0.9,1,-1,-0.1,-7,10
CCC(=O)Nc1ccc(NC(=O)CSc2nc3cc4c(cc3cc2C)CCC4)cc1,13,-5,-2,-0.1,1,-16,1.7,-3,4
Cc1ccc2[nH]c(=O)c(C3=NN(C(=O)CCC(=O)O)C(c4cccs4)C3)c(-c3ccccc3)c2c1 (centres undefined),0,-3,-6,1.5,0,6[fluorescence artefact?],0.5,-6,3
CCN(CC)S(=O)(=O)c1ccc(C(=O)Nc2cccc(C)c2)cc1,-14,-10,0,0.3,-1,5,-0.5,-6,1
COc1ccc(-c2csc(/C(C#N)=C\c3ccc(O)c([N+](=O)[O-])c3)n2)cc1OC,4,-7,0,-0.1,3,12,2.2,-32,2
CC(=O)C1(C)N(O)C(C)(C)C(c2ccco2)=[N+]1[O-] (centres undefined),-6,-9,-1,-0.1,2,2,1.1,-12,5
CC1CN(c2ccc(NC(=S)NNCCC#N)cc2)CC(C)O1 (centres undefined),-9,1,1,0.4,-3,-6,-1.1,-14,-3
Cc1ccc(C(=O)Cn2nnc(-c3ccccc3)n2)cc1,-39,-7,0,-0.4,-2,-2,0.1,-9,-3
COc1ccc(OC)c(S(=O)(=O)N2CCC(C(=O)NCCc3ccc(OC)c(OC)c3)CC2)c1,5,-4,-6,1.0,-2,-4[fluorescence artefact?],-1.4,0,1
CCn1c(CSc2nc(C)cc(C)n2)nnc1SCC(=O)N1CCCc2ccccc21,-1,10,1,-0.2,14*,0[fluorescence artefact?],-0.6,-24,2
O=c1[nH]ncc2c3ccccc3n(Cc3cccc(Cl)c3)c12,-9,-14,-3,1.5,6,6,-0.4,0,5
COc1ccc([N+](=O)[O-])cc1N(CC(=O)NC1CCCCC1)S(C)(=O)=O,11,2,3,0.0,-2,12,0.5,-10,2
CCn1c(O)c(C=Nc2ccccc2)n(-c2ccccc2)c1=S,9,3,-2,0.0,-1,6,0.2,-5,-1
O=C(C(=O)N1CCc2ccccc2C1)c1cn(CC(=O)N2CCCC2)c2ccccc12,0,-4,-3,1.4,-2,-1,0.0,-6,3

# Compound activity (PubChem BioAssay)
